High-throughput results deposited in PubChem by several laboratories.
MgcRacGAP inhibition – MgcRacGAP GTPase-activating activity inhibitors, confirmation, biochemical, ADP Hunter fluorescence. 340,000 tested, 0.6% active. MgcRacGAP-stimulated Rac1 GTP hydrolysis, ADP Hunter fluorescence; higher % means a stronger effect; GST-tagged Rac1 F28L mutant substrate. inhibition, % at 30 µM, or IC50 in µM where a hit was titrated. AID 624330;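 active = first-screen hits whose inhibition reached a set limit at any dose in the follow-up dose series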;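 also: fluorescence reports GDP produced by GAP-driven GTP hydrolysis; strong numbers were not always called active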
TNAP activators – stimulation of alkaline phosphatase TNAP activity – biochemical, luminescent, no phosphate acceptor, uHTS, primary screen (AID 1001). 200,000 tested, 0.03% active. one-dose activation fold at 20 µM; EC50 in µM for titrated hits. purified TNAP, luminescent activation assay, no phosphate acceptor; higher activation fold means a stronger effect; in the data active = activation fold from about 3, or a potency from the dose series; inactive = the rest, 99 in 100 with activation fold below about 1.6; also: many of its hits are not listed in these tables
T cell HTS – T cell immune modulation candidate. 2C CD8+ T cell-vesicle binding, flow cytometry; stronger effect = lower value. calls only at 7 µM. 330,000 tested, 0.068% active;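 active = response, share of CD8 T cells binding vesicles, and their 90th percentile fluorescence all below set limits, cut at about 80% in these data, passing the limit was not always enough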
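Read-out – percent CD8+ FL2 mean versus row control · System – murine 2C transgenic CD8+ T lymphocytes · Times – 1.5 h cell–vesicle binding at 37 °C, then 20 min icy labelling · Control set – naked vesicles low, QL9 vesicles with vehicle high · Detection – cytometric PE anti-B7-1 and Alexa647 anti-CD8 signals after 1% paraformaldehyde fixation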
Myeloid diff 2 – promotes myeloid progenitor differentiation. AID 624256. 360,000 tested, 1% active. ER-HoxA9 myeloid progenitors, lysozyme-GFP differentiation, flow cytometry. calls only at 10 µM;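 active = normalized GFP-positive differentiation at or above the plate's own cutoff, the solvent-only control mean plus 3 SD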;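 also: cells exposed to compound for four days before flow analysis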
RSV CPE inhibition – RSV antiviral activity via CPE protection, HEp-2 cells, primary 10 µM value included (AID 2391); CPE inhibition, % at 10 µM; hits with a dose series show IC50 in µM; HEp-2 cells, RSV-induced CPE inhibition; higher % means a stronger effect; 310,000 tested, 0.13% active; in the data active = a potency from the dose series; also: strong numbers were not always called active
K1F lysis inhibition – protection from phage-mediated lysis, alamar blue read-out – E. coli UTI89, K1F phage, bacterial capsule biogenesis inhibitors (AID 488966). E. coli UTI89 K1F phage lysis, alamar blue, 2 h; higher % means a stronger effect. one-dose inhibition, % at 100 µM; IC50 in µM for titrated hits. 340,000 tested, 0.02% active;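 active = phage lysis inhibition, versus mean bacterial control, above a set limit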;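 also: capsule biogenesis inhibitors block K1F phage lysis so surviving cells raise fluorescence; higher fluorescence means more inhibition of phage lysis; actives were called in the ten point dose series up to 300 µM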
NTR1 agonist – NTR1-driven beta-arrestin-GFP spot formation – imaging, U2OS cells, high content, primary screen (AID 493036) | 330,000 tested, 0.17% active | activation, % at 20 µM | P30989 | agonist mode;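 active = activation at or above 40% of the spot to cytoplasm intensity ratio, with at least 20 cells analyzed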;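 also: 0% = DMSO without peptide and 100% = 100 nM NTR1 peptide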
Target sequence (P30989 whole entry, looked up): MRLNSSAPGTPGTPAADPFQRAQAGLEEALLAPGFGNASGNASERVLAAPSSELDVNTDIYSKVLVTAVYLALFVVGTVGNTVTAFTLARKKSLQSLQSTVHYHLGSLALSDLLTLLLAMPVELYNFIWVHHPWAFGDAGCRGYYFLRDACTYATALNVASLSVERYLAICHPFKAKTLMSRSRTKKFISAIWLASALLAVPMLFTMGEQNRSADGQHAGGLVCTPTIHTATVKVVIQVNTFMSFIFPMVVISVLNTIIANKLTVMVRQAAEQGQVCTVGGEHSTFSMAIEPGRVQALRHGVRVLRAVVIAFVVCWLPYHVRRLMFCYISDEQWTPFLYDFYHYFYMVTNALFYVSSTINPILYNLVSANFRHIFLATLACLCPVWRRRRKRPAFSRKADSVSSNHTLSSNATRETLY
Salmonella PhoP GFP – inhibitors of PhoP regulon expression, primary screen, Salmonella Typhimurium, GFP reporter (AID 1863). 300,000 tested, 0.16% active. one-dose inhibition, % at 50 µM; IC50 in µM for titrated hits. S. Typhimurium PhoP-regulated promoter GFP reporter, 4 h; higher % means a stronger effect;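 active = inhibition over 29.93%, a cutoff 3 SD above the screen mean, later confirmed by dose response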;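 also: 0% = low Mg2+ inducing control and 100% = high Mg2+ repressing control; strong numbers were not always called active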
Large T inhibition – TAg ATPase/helicase activity blockers – biochemical (AID 1903); 310,000 tested, 0.39% active; inhibition, % at 20 µM; hits with a dose series show IC50 in µM; SV40 large T antigen ATPase/helicase inhibition assay; higher % means a stronger effect; in the data active = a potency from the dose series; also: strong numbers were not always called active
T cell HTS vesicle-bound % – also measured in T cell HTS; calls as there; double positive events, %; measured here: CD8+ vesicle-bound cell fraction;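 binding gate set so that unloaded-vesicle control wells show 10% double positive cells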
NTR1 agonist cell count 20 µM – second read-out of NTR1 agonist, no call of its own (marks repeat the call); cell count; measured here: cell count, cytotoxicity flag
Myeloid diff 2 GFP+ MAC1+ % – further read-out of Myeloid diff 2, marked with its call; GFP+ MAC1+ double positive, %; measured here: differentiation confirmed by MAC1 staining
Active calls of the source: *; i = inactive; . = no result given; [ ] = dose if it differs, or a comment.

SMILES	MgcRacGAP inhibition	TNAP activators	T cell HTS	T cell HTS vesicle-bound %	Myeloid diff 2	Myeloid diff 2 GFP+ MAC1+ %	RSV CPE inhibition	K1F lysis inhibition	NTR1 agonist	NTR1 agonist cell count 20 µM	Salmonella PhoP GFP	Large T inhibition
COCCn1nnnc1CN(CCc1ccccc1)Cc1cc2ccc(C)cc2[nH]c1=O	18%	0.9	i	13	i	0.5	6.4%	0.1%	1.5	37	3%	1%
CCCc1ccc(S(=O)(=O)N/N=C(/C)c2ccc3c(c2)OCO3)cc1	-1%	.	i	64	i	1.2	10%	-0.1%	1.5	58	4%	10%
CCn1nnnc1-c1ccc(OC)c(S(=O)(=O)NCCc2ccccc2)c1	7%	1.1	i	42	i	0.3	3.3%	1.0%	0.0	82	1%	1%
Cc1ccccc1C(=O)NC(NC(=S)Nc1ccc(S(N)(=O)=O)cc1)C(Cl)(Cl)Cl (centres undefined)	0%	0.5	i	1	i	0.6	3.4%	-3.3%[50 µM]	-0.6	71	23%	13%
CC(C)N(Cc1cn(C)nc1-c1cccc(Cl)c1)Cc1nccn1C	1%	1	i	60	i	0.6	-1.3%	0.3%	2.0	58	-7%	3%
Cc1c(Cl)cccc1NC(=O)CN1CCC(NC(=O)C2CCCCC2)CC1	4%	1.1	i	31	i	0.9	0.3%	1.1%	-0.5	49	-9%	9%
C=CCn1c(SC)nnc1-c1ccc2ncccc2c1	8%	.	i	44	i	0.8	-0.8%	0.0%	-0.2	44	.	11%
Cc1cccc(N(C(=O)c2csnn2)C(C(=O)NC(C)(C)C)c2cccs2)c1 (centres undefined)	2%	1.1	i	34	i	7.5	-0.1%	0.1%[50 µM]	0.2	36	-1%	24%
COC(=O)c1cc(COC(=O)c2nc3nccc(C)n3n2)oc1C	9%	1.1	i	52	.	.	0.0%	0.6%	1.6	57	1%	9%
Cc1cc(C)nc(SCc2nnc(SCC(=O)Nc3nccs3)n2Cc2ccco2)n1	5%	1.1	i	16	i	0.7	2.0%	0.5%	-0.3	76	-2%	6%
CN(C)c1cccc(NC(=O)CCc2ccccc2)c1	3%	1.1	i	27	i	1.2	2.0%	0.3%	0.1	48	25%	8%
COCC(=O)Nc1ccc(Br)c(C)c1	1%	1.1	i	29	i	0.4	0.4%	0.1%	1.4	68	-1%	6%
Cc1ccc(S(=O)(=O)NC(=O)Nc2nc(-c3ccc(F)c(F)c3)cs2)cc1	11%	.	i	20	i	0.3	.	-0.4%	1.1	39	12%	7%
Cn1c(CNC(=O)c2ccco2)nnc1SCC(=O)N1c2ccccc2Sc2ccccc21	9%	1.1	i	31	i	0.6	2.6%	5.5%	-0.7	54	-7%	5%
O=C(CNC(=O)COc1ccccc1)NCc1ccccc1F	4%	1.1	i	52	i	0.8	1.3%	5.2%	0.4	60	-8%	-3%
CC(C)(C)P(=O)(CO)c1ccccc1 (centres undefined)	8%	1.2	i	46	i	1.0	2.5%	0.0%	1.4	91	0%	11%
COc1ccc(N2C(=O)NC(NS(=O)(=O)c3ccc(NC(C)=O)cc3)(C(F)(F)F)C2=O)cc1 (centres undefined)	6%	.	i	22	i	0.0	1.4%	0.0%[50 µM]	0.9	69	3%	4%
COc1ccc(OCC(O)CNC(=O)c2ccccc2C(=O)O)cc1 (centres undefined)	1%	1.1	i	18	i	0.7	1.0%	1.6%	-1.0	65	15%	11%
CN(C)c1nc(N)nc(CSc2nnnn2-c2ccc(F)cc2)n1	-8%	1.2	i	13	i	3.1	-1.7%	7.6%	1.3	64	9%	5%
CC(=O)N1CCc2cc(S(=O)(=O)NCCN3CCC(C)CC3)ccc21	1%	1.1	i	37	i	0.6	1.3%	-0.3%	0.9	53	8%	-2%

Single records, from the list above.
O=C(CNC(=O)COc1ccccc1)NCc1ccccc1F is entered as MgcRacGAP inhibition: 4%; TNAP activators: 1.1; T cell HTS: i; T cell HTS vesicle-bound %: 52; Myeloid diff 2: i; Myeloid diff 2 GFP+ MAC1+ %: 0.8; RSV CPE inhibition: 1.3%; K1F lysis inhibition: 5.2%; NTR1 agonist: 0.4; NTR1 agonist cell count 20 µM: 60; Salmonella PhoP GFP: -8%; Large T inhibition: -3%
COc1ccc(OCC(O)CNC(=O)c2ccccc2C(=O)O)cc1 (centres undefined) is entered as MgcRacGAP inhibition: 1%; TNAP activators: 1.1; T cell HTS: i; T cell HTS vesicle-bound %: 18; Myeloid diff 2: i; Myeloid diff 2 GFP+ MAC1+ %: 0.7; RSV CPE inhibition: 1.0%; K1F lysis inhibition: 1.6%; NTR1 agonist: -1.0; NTR1 agonist cell count 20 µM: 65; Salmonella PhoP GFP: 15%; Large T inhibition: 11%

The list goes on.
SMILES	MgcRacGAP inhibition	TNAP activators	T cell HTS	T cell HTS vesicle-bound %	Myeloid diff 2	Myeloid diff 2 GFP+ MAC1+ %	RSV CPE inhibition	K1F lysis inhibition	NTR1 agonist	NTR1 agonist cell count 20 µM	Salmonella PhoP GFP	Large T inhibition
Cc1ccccc1-c1ccc(C(=O)Nc2cccc(F)c2)o1	5%	1.1	i	43	i	1.4	6.7%	-0.5%	-0.7	51	-3%	7%
Cc1ccc(N(CC(=O)NCc2ccccc2)C(=O)CCC(=O)Nc2ccccn2)cc1	3%	.	i	27	i	0.9	0.5%	0.0%	-1.3	50	6%	20%
CCN1C(=O)C(CC(=O)Nc2ccc(OC)cc2)N(CCN2CCOCC2)C1=S (centres undefined)	4%	.	i	44	i	0.7	0.2%	1.6%	-1.8	36	-6%	7%
CC(=O)N/C(=C\c1ccc(Cl)cc1)C(=O)O	.	.	i	38	i	1.1	0.3%	.	-0.5	54	-5%	4%
COc1cc2[nH]c(=S)nc(NCc3cccnc3)c2cc1OC	11%	.	i	11	i	0.5	0.2%	-0.1%	-0.1	86	14%	14%
CCOC(=O)CCSc1nnc(-c2cccnc2)n1-c1ccccc1OC	3%	1	i	16	i	0.4	1.3%	0.1%	0.3	81	5%	10%
CCOc1cc(C(=O)CCC(=O)OCC(=O)Nc2ccc(C)c(S(=O)(=O)N(C)C)c2)ccc1O	8%	1.1	i	36	i	0.7	1.3%	0.8%	0.5	62	1%	4%
O=[N+]([O-])c1cccc(/C=C/c2nc3ccc([N+](=O)[O-])cc3[nH]2)c1	7%	1.1	i	45	i	0.3	10%	0.3%	2.9	64	-1%	-1%
CN1C(C(=O)NCc2cccc(C(F)(F)F)c2)CC2Cn3c(nc4cc5ccccc5cc43)C21 (centres undefined)	7%	.	i	42	i	2.0	3.6%	1.7%	-4.0	100	-2%	-2%
CCN1CCC(=NNC(=O)c2ccco2)CC1	3%	1.1	i	8	i	0.6	1.3%	3.4%	4.4	90	19%	8%
c1ccn(-c2ccc(N3CCOCC3)cc2)c1	20%	1	i	33	i	0.6	2.2%	0.5%	0.5	29	12%	16%
O=S1(=O)c2ccccc2N=NN1Cc1ccc(Cl)c(Cl)c1	.	1	i	34	.	.	8.4%	.	-3.9	75	3%	8%
N#Cc1c(-c2ccccc2)nc(-c2cccnc2)[nH]c1=O	.	.	i	56	i	0.3	1.0%	0.1%	-1.2	57	-7%	3%
CCc1ccccc1NC(=O)N1C2CCCC1CC(NC(C)=O)C2 (centres undefined)	3%	1.2	i	51	i	1.2	1.9%	-1.0%	0.1	88	10%	-2%
CCS(=O)(=O)N1CCN(C(=O)c2cccc(OC)c2)CC1	3%	1.1	i	25	i	0.9	0.9%	0.2%	0.9	70	5%	13%
COc1ccc(NC(=O)CS(=O)c2ccccc2Cl)cc1 (centres undefined)	8%	.	i	5	i	0.4	2.1%	2.5%[50 µM]	0.2	56	0%	0%
CC(=O)c1cccc(N(CC(=O)N2CCCC2)S(C)(=O)=O)c1	-3%	1.1	i	21	i	7.1	1.9%	1.6%	-0.2	54	-1%	14%
Cc1cccc(NC(=O)CSc2nnc(CNC(=O)c3ccco3)o2)c1C	-8%	.	i	34	i	0.4	0.1%	0.2%	1.5	59	3%	5%
CC(C(=O)NC1CCCc2ccccc21)N1CCN(c2ccc(F)cc2)CC1 (centres undefined)	4%	1.1	i	44	i	0.6	4.0%	8.0%	.	.	2%	5%
CCOC(=O)N1CCN(C(=O)CN(C2CCCCC2)S(=O)(=O)c2ccc(F)cc2)CC1	7%	1.1	i	44	i	5.1	0.7%	0.0%	1.3	35	4%	6%
COC(=O)CN1C(=S)N(C)C(=O)C1CC(=O)Nc1ccccc1 (centres undefined)	-7%	1.1	i	46	i	0.8	1.6%	1.3%	3.2	64	-11%	-8%
O=C(CN1C(=O)CSC1=O)Nc1ccc(C(=O)O)cc1	15%	1	i	38	i	0.5	1.2%	0.8%	-2.2	30	3%	21%
CCOC(=O)N1CCN(C(=O)CSc2ccc(-c3cccc(OC)c3)nn2)CC1	6%	1.1	i	42	i	0.7	1.5%	0.3%	2.0	58	2%	6%
O=C(NN1CCOCC1)c1cccc(COc2cccc(Br)c2)c1	6%	1.1	i	66	i	0.1	0.6%	-0.4%	1.5	52	-3%	6%
Cc1ccc(NC(=O)O/N=C/c2cccc([N+](=O)[O-])c2)cc1	7%	1.1	i	21	i	0.6	6.2%	0.6%	1.1	41	3%	2%
CC(C)Oc1ccc(S(=O)(=O)N2CCOCC2)cc1NC(=O)CN1C(=O)NC2(CCCC2)C1=O	6%	.	i	19	i	1.1	2.2%	0.2%	3.2	57	-3%	11%
CC(C)(C)NCc1cc(Br)ccc1OC1CCCC1	5%	1.1	i	3	i	0.4	-1.6%	1.4%	-0.7	43	-2%	8%
O=C(Nc1ccc2[nH]ccc2c1)c1ccc(F)cc1	-20%	.	i	35	i	0.0	0.4%	-0.1%	0.5	49	-6%	2%
Cc1ccc(OCC(=O)NNC(=O)C(C)Sc2ncnc3sc(C)c(C)c23)cc1 (centres undefined)	5%	1.2	i	25	i	0.4	0.9%	0.6%	7.9	87	-5%	10%
O=C(CNC(=O)N1CC(=O)Nc2ccccc21)NCCc1c[nH]c2ccccc12	-2%	.	i	25	i	2.1	1.3%	0.5%	1.0	100	0%	22%
Cc1onc(-c2c(F)cccc2Cl)c1C(=O)Nc1nc2ccccc2[nH]1	4%	1.1	i	47	i	2.2	6.1%	5.8%	0.6	46	-9%	4%
Cc1[nH]n(-c2cccc(Cl)c2)c(=O)c1/C=N/n1c(C)nc2ccccc2c1=O	6%	1	i	21	i	0.7	-0.3%	-0.1%	-0.6	94	-10%	13%
CN(Cc1nccs1)C(=O)C1CCC(=O)N(Cc2ccccc2F)C1 (centres undefined)	5%	.	i	6	i	0.6	1.8%	2.8%[50 µM]	-0.7	58	5%	11%
Cn1c(=O)oc2cc(S(=O)(=O)N3CCC(C(=O)N4CC=C(c5ccccc5)CC4)CC3)ccc21	1%	0.9	.	.	i	2.8	.	1.6%	.	.	-9%	8%
COCCN(CCOC)S(=O)(=O)c1ccc(Cl)nc1	7%	.	i	22	i	0.3	3.7%	0.1%	-0.3	53	-11%	3%
